Avidin fluor – green autofluorescence of compounds with avidin beads – biophysical, 488/530 nm, flow cytometry, artefact control, profiling panel; fluorescence (KMESF) at 10 µM; hit rate 0.38% among 220,000; AID 1775, 2009; compound fluorescence 488/530 nm; stronger effect = higher value; in the data active means fluorescence above about 47; further: inactives centre near 10
Pf gametocyte – late stage P. falciparum gametocyte viability inhibitors, primary screen, ATP luminescence, HTS | P. falciparum stage V gametocytes, 24 h | hit rate 0.065% among 150,000 | inhibition, % at 10.9 µM | AID 743093, 2013;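 active means inhibition above the mean plus 3 SD of compounds within the control limits, set per campaign, cut at about 38% in these data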;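 further: 0% = DMSO wells and 100% = medium only without gametocytes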
Mcl1-Bid inh – Mcl-1/Bid binding inhibitors, primary screen, biochemical, TR-FRET, 1536-well. AID 1021, 2008. TR-FRET Mcl-1/Bid-Dy647 peptide binding. Induced myeloid leukemia cell differentiation protein Mcl-1 (Homo sapiens), Q07820. inhibition, % at 21.7 µM. hit rate 0.97% among 220,000;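 active means compounds that cut the binding signal by more than half at the single screening dose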;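 further: His-tagged Mcl-1 with europium anti-His antibody binding Bid BH3 peptide; 0% = Mcl-1 plus peptide wells and 100% = peptide-only wells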
Target sequence (Q07820 whole entry, looked up): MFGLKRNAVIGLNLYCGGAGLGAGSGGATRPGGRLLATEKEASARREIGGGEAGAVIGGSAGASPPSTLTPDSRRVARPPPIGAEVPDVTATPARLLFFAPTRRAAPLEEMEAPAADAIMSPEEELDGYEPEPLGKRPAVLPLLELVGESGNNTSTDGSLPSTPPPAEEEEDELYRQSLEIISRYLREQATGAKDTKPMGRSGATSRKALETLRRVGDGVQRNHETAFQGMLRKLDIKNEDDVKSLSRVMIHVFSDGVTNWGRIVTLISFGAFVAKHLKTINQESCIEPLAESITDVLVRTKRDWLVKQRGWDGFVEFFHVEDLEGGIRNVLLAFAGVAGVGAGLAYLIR
Mcl1 Noxa PPI – Mcl-1/Noxa binding inhibitors, primary screen, biochemical, TR-FRET, 1536-well; Induced myeloid leukemia cell differentiation protein Mcl-1 (Homo sapiens), Q07820; TR-FRET Mcl-1/Noxa peptide binding, 2 h; inhibition, % at 21.7 µM; hit rate 1.5% among 220,000; AID 1022, 2008;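 active means compounds that cut the protein-peptide binding signal by more than 50% relative to plate controls in a single-dose test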;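 further: His-tagged Mcl-1 with rhodamine Noxa BH3 peptide and terbium anti-His antibody; 0% = Mcl-1 plus Noxa peptide wells and 100% = peptide-only wells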
The depositor's hits bear a star. A portion of the library. The share of hits here may be higher or lower than overall.

Start of the listing, in advance:
Screening CC(C)(C)C(=O)O/N=C(\N)c1ccc([N+](=O)[O-])s1 returned Avidin fluor 3, Pf gametocyte -3, Mcl1-Bid inh 10 and Mcl1 Noxa PPI 6.
For C/C(=N\NC(=O)CC(C)C)c1c(C(F)(F)F)[nH]n(-c2nc3ccccc3s2)c1=O the results were Avidin fluor 4, Pf gametocyte 22, Mcl1-Bid inh -123 and Mcl1 Noxa PPI -81.
CCSc1n[nH]c2nc3c(c(=O)n12)C1(CCCCC1)Cc1ccccc1-3 was read as Avidin fluor 8, Pf gametocyte -16, Mcl1-Bid inh -92 and Mcl1 Noxa PPI -4.
O=C(O)CC1(CC(=O)Nc2cc3ccccc3cn2)CCCCC1 was read as Avidin fluor 17, Pf gametocyte 8, Mcl1-Bid inh -21 and Mcl1 Noxa PPI -18.
Screening O=C(O)c1ccccc1C(=O)Nc1ccccc1[N+](=O)[O-] returned Avidin fluor 8, Pf gametocyte 15, Mcl1-Bid inh 6 and Mcl1 Noxa PPI 5.
Screening CC(=O)Cn1cnc2c(sc3nc(C)cc(C)c32)c1=O returned Avidin fluor 9, Pf gametocyte 4, Mcl1-Bid inh -6 and Mcl1 Noxa PPI -14.

All compounds of this part, repeating the preview:
Screening CC(C)(C)C(=O)O/N=C(\N)c1ccc([N+](=O)[O-])s1 returned Avidin fluor 3, Pf gametocyte -3, Mcl1-Bid inh 10 and Mcl1 Noxa PPI 6.
For C/C(=N\NC(=O)CC(C)C)c1c(C(F)(F)F)[nH]n(-c2nc3ccccc3s2)c1=O the results were Avidin fluor 4, Pf gametocyte 22, Mcl1-Bid inh -123 and Mcl1 Noxa PPI -81.
CCSc1n[nH]c2nc3c(c(=O)n12)C1(CCCCC1)Cc1ccccc1-3 was read as Avidin fluor 8, Pf gametocyte -16, Mcl1-Bid inh -92 and Mcl1 Noxa PPI -4.
O=C(O)CC1(CC(=O)Nc2cc3ccccc3cn2)CCCCC1 was read as Avidin fluor 17, Pf gametocyte 8, Mcl1-Bid inh -21 and Mcl1 Noxa PPI -18.
Screening O=C(O)c1ccccc1C(=O)Nc1ccccc1[N+](=O)[O-] returned Avidin fluor 8, Pf gametocyte 15, Mcl1-Bid inh 6 and Mcl1 Noxa PPI 5.
Screening CC(=O)Cn1cnc2c(sc3nc(C)cc(C)c32)c1=O returned Avidin fluor 9, Pf gametocyte 4, Mcl1-Bid inh -6 and Mcl1 Noxa PPI -14.
For COC(=O)c1ccc(S(=O)(=O)N2CCC(C(N)=O)CC2)n1C the results were Avidin fluor 9, Pf gametocyte -11, Mcl1-Bid inh -15 and Mcl1 Noxa PPI 4.
For O=C(c1cnn2c(C(F)(F)F)cc(-c3cccs3)nc12)N1CCCC1 the results were Avidin fluor 6, Pf gametocyte -25, Mcl1-Bid inh 12 and Mcl1 Noxa PPI 13.
For Cc1ccc(-c2c[n+](CC(=O)c3cccs3)c3n2CCC3)cc1 the results were Avidin fluor 6, Pf gametocyte 21, Mcl1-Bid inh -13 and Mcl1 Noxa PPI -8.
For CCCCn1c(=N)n(CC(O)c2ccccc2)c2ccccc21 (stereo not drawn) the results were Avidin fluor 6, Pf gametocyte -10, Mcl1-Bid inh -13 and Mcl1 Noxa PPI 12.
Screening Brc1ccc2[nH]c3c(c2c1)CCC3 returned Avidin fluor 4, Pf gametocyte -12, Mcl1-Bid inh -6 and Mcl1 Noxa PPI -6.
For O=c1ccnc(Nc2ccc(Cl)cc2)[nH]1 the results were Avidin fluor 3, Pf gametocyte -8, Mcl1-Bid inh -9 and Mcl1 Noxa PPI -18.
Screening O=C(Nc1cc(C(F)(F)F)ccc1Cl)C(Sc1ccccn1)c1ccccc1 (stereo not drawn) returned Avidin fluor 10, Pf gametocyte 0, Mcl1-Bid inh 5 and Mcl1 Noxa PPI 18.
`COc1cc(C(=O)NC(=S)NNC(=O)c2ccc3c(c2)OCO3)cc(OC)c1OC` gave Avidin fluor 6, Pf gametocyte -7, Mcl1-Bid inh -116 and Mcl1 Noxa PPI -107.
Screening Cc1nc2nc(SCc3nc4ccccc4[nH]3)[nH]c2cc1Br returned Avidin fluor 10, Pf gametocyte -2, Mcl1-Bid inh -21 and Mcl1 Noxa PPI -38.
`COc1cccc(Cl)c1NC(=O)N1CCN(c2ccnc3cc(Cl)ccc23)CC1` gave Avidin fluor 7, Pf gametocyte -19, Mcl1-Bid inh -14 and Mcl1 Noxa PPI -15.
O=C(O)CC/C(=N\Nc1ccc([N+](=O)[O-])cc1)c1ccccc1 was read as Avidin fluor 5, Pf gametocyte 12, Mcl1-Bid inh -10 and Mcl1 Noxa PPI 30.
CN1CCN(C(=O)Nc2ccc([N+](=O)[O-])cc2)CC1 was read as Avidin fluor 3, Pf gametocyte 1, Mcl1-Bid inh -14 and Mcl1 Noxa PPI 10.
`COc1cc(-c2ccc(NC(C)=O)c(OC)c2)ccc1NC(C)=O` gave Avidin fluor 5, Pf gametocyte 6, Mcl1-Bid inh -18 and Mcl1 Noxa PPI -13.
Screening CCCc1nc(SCC(=O)N2CCC(C)CC2)c2c(=O)n(C)c(=O)n(C)c2n1 returned Avidin fluor 7, Pf gametocyte -4, Mcl1-Bid inh -6 and Mcl1 Noxa PPI -7.
Cc1noc(C)c1-c1nnc(-c2ccc(OC(F)(F)F)cc2)o1 was read as Avidin fluor 4, Pf gametocyte -11, Mcl1-Bid inh -13 and Mcl1 Noxa PPI 0.
Screening O=C(NC1CSCC1OC(=O)c1ccccc1)c1ccccc1 (stereo not drawn) returned Avidin fluor 9, Pf gametocyte 20, Mcl1-Bid inh -15 and Mcl1 Noxa PPI 8.
O=C(O)CCN1C(=O)C2C3c4ccccc4C(c4ccccc43)C2C1=O (stereo not drawn) was read as Avidin fluor 6, Pf gametocyte -12, Mcl1-Bid inh -18 and Mcl1 Noxa PPI -13.
For CCCc1[nH]n(-c2nc3ccccc3s2)c(=O)c1C=NCCCOC the results were Avidin fluor 8, Pf gametocyte -26, Mcl1-Bid inh -21 and Mcl1 Noxa PPI -5.
`Cc1ccsc1C(=O)Nc1n[nH]c(C(F)(F)F)n1` gave Avidin fluor 6, Pf gametocyte -8, Mcl1-Bid inh -5 and Mcl1 Noxa PPI -6.
Screening C=CC(=O)NC1CC2CCC1(C)C2(C)C (stereo not drawn) returned Avidin fluor 7, Pf gametocyte -8, Mcl1-Bid inh -8 and Mcl1 Noxa PPI 6.
Screening Cc1ccc(NC(=S)N2CCCCC2)cc1C returned Avidin fluor 8, Pf gametocyte 15, Mcl1-Bid inh -87 and Mcl1 Noxa PPI 3.
For c1cc2c3c(cccc3c1)C(N1CCOCC1)=N2 the results were Avidin fluor 3, Pf gametocyte -6, Mcl1-Bid inh -16 and Mcl1 Noxa PPI 19.
Screening CC(C)(C)c1ccc(C(=O)Nc2ccc(CN3CCS(=O)(=O)CC3)cc2)cc1 returned Avidin fluor 7, Pf gametocyte 1, Mcl1-Bid inh -7 and Mcl1 Noxa PPI 9.
`CCCN1C(=O)c2cc(C(=O)Nc3ccccc3OC)ccc2C1Nc1ccccc1OC` (stereo not drawn) gave Avidin fluor 8, Pf gametocyte -6, Mcl1-Bid inh -26 and Mcl1 Noxa PPI -1.
For Cc1cc(C)c2c(=O)n(CC(=O)Nc3cccc(Cl)c3C)sc2n1 the results were Avidin fluor 4, Pf gametocyte 17, Mcl1-Bid inh -62 and Mcl1 Noxa PPI 19.
For CCCc1cc(NCCCn2ccnc2)n2nc(C)c(-c3ccccc3)c2n1 the results were Avidin fluor 6, Pf gametocyte 1, Mcl1-Bid inh -42 and Mcl1 Noxa PPI -13.
Cn1c2c(c(=O)n3ncnc13)CCCC2 was read as Avidin fluor 7, Pf gametocyte 6, Mcl1-Bid inh 42 and Mcl1 Noxa PPI 11.
CC(C)(C)C(=O)NNC(=O)c1cc(C(C)(C)C)nn1Cc1ccccc1 was read as Avidin fluor 7, Pf gametocyte 6, Mcl1-Bid inh -4 and Mcl1 Noxa PPI -11.
O=C(c1cc2ccccc2oc1=O)N(Cc1ccc(F)cc1)C1CCS(=O)(=O)C1 (stereo not drawn) was read as Avidin fluor 3, Pf gametocyte 5, Mcl1-Bid inh -21 and Mcl1 Noxa PPI -8.
For CCn1cc(C(=O)O)c(=O)c2cc(F)c(N3CCN(C(=S)NC(=O)c4ccccc4F)CC3)cc21 the results were Avidin fluor 7, Pf gametocyte -8, Mcl1-Bid inh -75 and Mcl1 Noxa PPI -240.

At a glance, some entries already given.
O=C(c1cc2ccccc2oc1=O)N(Cc1ccc(F)cc1)C1CCS(=O)(=O)C1 (stereo not drawn) was read as Avidin fluor 3, Pf gametocyte 5, Mcl1-Bid inh -21 and Mcl1 Noxa PPI -8.
For CCn1cc(C(=O)O)c(=O)c2cc(F)c(N3CCN(C(=S)NC(=O)c4ccccc4F)CC3)cc21 the results were Avidin fluor 7, Pf gametocyte -8, Mcl1-Bid inh -75 and Mcl1 Noxa PPI -240.

More results follow:
CCOC(=O)c1csc(N)c1-c1ccc([N+](=O)[O-])cc1 was read as Avidin fluor 7, Pf gametocyte 9, Mcl1-Bid inh -59 and Mcl1 Noxa PPI -21.
COc1ccc(O)c(C2(O)C(=O)c3ccccc3C2=O)c1 was read as Avidin fluor 5, Pf gametocyte 8, Mcl1-Bid inh -28 and Mcl1 Noxa PPI 0.
For CC1CCc2nc(NC(=O)c3cc(C(C)(C)C)nn3C)sc2C1 (stereo not drawn) the results were Avidin fluor 7, Pf gametocyte 23, Mcl1-Bid inh -26 and Mcl1 Noxa PPI 17.
For CN(Cc1ccccc1)S(=O)(=O)c1ccc(N2CCOCC2)nc1 the results were Avidin fluor 13, Pf gametocyte 1, Mcl1-Bid inh -31 and Mcl1 Noxa PPI -2.
`CCNC(=O)COC(=O)c1cc(S(=O)(=O)N2CCCc3ccccc32)ccc1Cl` gave Avidin fluor 6, Pf gametocyte -8, Mcl1-Bid inh -13 and Mcl1 Noxa PPI 5.
For COc1ccc(NC(=O)N2CCN(C(=O)Nc3ccc(OC)cc3)CC2)cc1 the results were Avidin fluor 4, Pf gametocyte 13, Mcl1-Bid inh 5 and Mcl1 Noxa PPI 16.
CC(=O)N=C1SC2CS(=O)(=O)CC2N1Cc1ccc(C)cc1 (stereo not drawn) was read as Avidin fluor 10, Pf gametocyte -7, Mcl1-Bid inh 4 and Mcl1 Noxa PPI 4.
Oc1c(C=Nc2ccc(Cl)cn2)sc2ccccc12 was read as Avidin fluor 10, Pf gametocyte 12, Mcl1-Bid inh 12 and Mcl1 Noxa PPI 28.
For N#Cc1sc(C(N)=O)c(-c2ccccc2)c1-c1ccccc1 the results were Avidin fluor 5, Pf gametocyte -25, Mcl1-Bid inh 0 and Mcl1 Noxa PPI -27.
For Oc1ccccc1/C=N/N1CCN(c2ccccn2)CC1 the results were Avidin fluor 4, Pf gametocyte -9, Mcl1-Bid inh -118 and Mcl1 Noxa PPI 34.
`CC1(C)CC(=O)/C(=N/Nc2ccc(Cl)cc2)CO1` gave Avidin fluor 6, Pf gametocyte 2, Mcl1-Bid inh -25 and Mcl1 Noxa PPI -2.
For COc1cc(C2c3c(-c4ccccc4O)n[nH]c3C(=O)N2Cc2ccco2)cc(OC)c1OC (stereo not drawn) the results were Avidin fluor 8, Pf gametocyte 3, Mcl1-Bid inh -41 and Mcl1 Noxa PPI -7.
COc1ccc(NC(=O)c2nc[nH]c2C(=O)NCC(=O)OC(C)(C)C)cc1 was read as Avidin fluor 10, Pf gametocyte 6, Mcl1-Bid inh -44 and Mcl1 Noxa PPI -10.
Screening CC(/C=C/c1ccccc1)=N\NC(=O)c1cc(C)nc2ccccc12 returned Avidin fluor 8, Pf gametocyte -14, Mcl1-Bid inh -6 and Mcl1 Noxa PPI 7.
`CC(OC(=O)C1=COCCO1)C(=O)Nc1cccc(S(=O)(=O)N2CCOCC2)c1` (stereo not drawn) gave Avidin fluor 5, Pf gametocyte 8, Mcl1-Bid inh -54 and Mcl1 Noxa PPI 9.
`Cc1cc(-c2ccccc2)c2c(n1)sc1c(O)cc(=O)[nH]c12` gave Avidin fluor 6, Pf gametocyte -12, Mcl1-Bid inh -35 and Mcl1 Noxa PPI 4.
`Cc1ccc(NC(=O)C23CCC(C)(C(=O)[C@H]2Br)C3(C)C)cc1` (stereo partly drawn) gave Avidin fluor 8, Pf gametocyte 12, Mcl1-Bid inh 3 and Mcl1 Noxa PPI 6.
Nc1c(-c2ccc(Cl)cc2)cnn1-c1cc(C(F)(F)F)cc(C(F)(F)F)c1 was read as Avidin fluor 8, Pf gametocyte 27, Mcl1-Bid inh -8 and Mcl1 Noxa PPI -12.
`Cc1ccc(S(=O)(=O)NCCOc2nc(N(C)C)nc(N(C)C)n2)cc1` gave Avidin fluor 6, Pf gametocyte 8, Mcl1-Bid inh -17 and Mcl1 Noxa PPI -4.
`CC(O)Cc1cn(CC(=O)N2CCNCC2)nn1` (stereo not drawn) gave Avidin fluor 10, Pf gametocyte 13, Mcl1-Bid inh -31 and Mcl1 Noxa PPI -3.
